TMEM16A inh: TMEM16A chloride channel inhibitors, primary screen, cell-based, HTS | Anoctamin-1 (Mus musculus), Q8BHY3 | HEK293 TMEM16A/YFP iodide influx fluorescence, ionomycin | normalized B-score (activity score, 25-100; higher = stronger inhibition) at 10 µM | 310,000 compounds, 1.2% hits | AID 588511, 2011;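 active = ratio plate-corrected score three or more library SD toward inhibition, starting fluorescence score within five deviations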;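 also: score derived from kinetic fluorescence span divided by baseline fluorescence per well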
KCNK9 inh: KCNK9 potassium channel inhibitors, primary screen, HEK293 cells, thallium flux; Potassium channel subfamily K member 9 (Homo sapiens), Q9NPC2; FluxOR thallium flux fluorescence; active compounds read low; B-score at 10 µM; 310,000 compounds, 1.2% hits; AID 488922, 2010;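 active = ratio B-score over 3 SD below the library mean, with starting fluorescence within 5 SD of its mean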;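 also: negative B-score means less thallium flux so channel inhibition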
Target sequence (Q9NPC2 whole entry, looked up): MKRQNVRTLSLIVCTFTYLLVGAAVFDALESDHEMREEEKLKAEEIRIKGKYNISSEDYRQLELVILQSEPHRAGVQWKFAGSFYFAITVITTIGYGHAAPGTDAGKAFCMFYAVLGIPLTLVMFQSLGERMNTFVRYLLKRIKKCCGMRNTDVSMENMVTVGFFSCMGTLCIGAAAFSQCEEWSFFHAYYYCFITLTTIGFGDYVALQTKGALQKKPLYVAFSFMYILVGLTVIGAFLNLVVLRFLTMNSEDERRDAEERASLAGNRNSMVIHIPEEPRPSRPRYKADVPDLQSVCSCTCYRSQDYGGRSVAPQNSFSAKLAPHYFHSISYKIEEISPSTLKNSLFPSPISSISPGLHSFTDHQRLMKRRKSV
Dyrk1A ADPGlo: rat Dyrk1A kinase inhibitors, primary screen, biochemical, single point, plate reader. Dual specificity tyrosine-phosphorylation-regulated kinase 1A (Rattus norvegicus), Q63470. ADP-Glo luminescence, NFATc1 peptide. inhibition, % at 12.5 µM. 310,000 compounds, 0.43% hits. AID 504441, 2011; in the data active = inhibition above about 50%;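 also: plate controls were vehicle with enzyme for no effect and no enzyme for full effect; many of its hits are not listed in these tables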
KCNQ1 inh: inhibitors of human KCNQ1 channel, primary screen, cell-based, thallium flux, high-throughput; B-score at 10 µM; CHO-K1 KCNQ1, FluxOR thallium flux fluorescence; active compounds read high; 310,000 compounds, 1.3% hits; Potassium voltage-gated channel subfamily KQT member 1 (Homo sapiens), P51787;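 active = compounds whose thallium flux B-score, printed positive for inhibition, exceeds three library SD while starting fluorescence stays within three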;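 also: channel opened by potassium depolarization with thallium stimulus after 20 min compound exposure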
Target sequence (P51787 whole entry, looked up): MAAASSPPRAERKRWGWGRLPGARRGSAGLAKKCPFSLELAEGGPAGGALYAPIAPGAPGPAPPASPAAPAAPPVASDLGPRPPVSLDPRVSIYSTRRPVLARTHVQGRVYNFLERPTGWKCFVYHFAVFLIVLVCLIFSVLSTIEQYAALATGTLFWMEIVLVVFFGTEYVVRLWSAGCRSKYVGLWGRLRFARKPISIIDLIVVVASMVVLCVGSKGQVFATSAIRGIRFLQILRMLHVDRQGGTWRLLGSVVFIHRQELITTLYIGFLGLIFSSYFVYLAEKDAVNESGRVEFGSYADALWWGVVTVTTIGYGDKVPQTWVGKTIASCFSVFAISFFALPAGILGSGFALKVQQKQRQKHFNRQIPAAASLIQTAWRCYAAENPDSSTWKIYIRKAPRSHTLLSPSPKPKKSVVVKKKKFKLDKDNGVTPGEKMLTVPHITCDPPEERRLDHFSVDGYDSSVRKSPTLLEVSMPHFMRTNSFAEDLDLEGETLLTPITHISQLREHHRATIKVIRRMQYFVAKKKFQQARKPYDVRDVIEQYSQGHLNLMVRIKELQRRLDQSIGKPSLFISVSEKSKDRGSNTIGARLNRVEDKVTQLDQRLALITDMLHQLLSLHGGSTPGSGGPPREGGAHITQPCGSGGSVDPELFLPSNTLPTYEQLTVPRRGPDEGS
HDAC3 inhib: HDAC3 deacetylase inhibitors, primary screen, biochemical, fluorescence, cell-free homogeneous; Histone deacetylase 3 (Homo sapiens), O15379; inhibition, % at 8.3 µM; recombinant HDAC3, fluorogenic peptide/trypsin coupled; 320,000 compounds, 0.15% hits; in the data active = inhibition above about 26%, passing the limit was not always enough
TRPC4 potent: positive allosteric modulators of TRPC4, primary screen, cell-based, mouse TRPC4beta, HEK293 mu-opioid, Fluo-4 calcium | DAMGO EC20, Fluo-4 Ca2+ flux; active compounds read high | B-score at 10 µM | 310,000 compounds, 0.42% hits;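 active = B-score of calcium response area above 5 SD of library B-scores, with initial fluorescence ratio within 5 SD of library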;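 also: B-score of integrated fluorescence ratio over time as area under calcium response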
ANO1 activ: TMEM16A chloride channel activators or potentiators, primary screen, cell-based, HTS; Anoctamin-1 (Mus musculus), Q8BHY3; HEK293 TMEM16A/YFP-H148Q/I152L, iodide quench fluorescence; active compounds read low; B-score at 10 µM; 340,000 compounds, 0.3% hits;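 active = fluorescence-ratio B-score plate-corrected deviation score at least 3 library SD below zero, with starting fluorescence score within 5 deviations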;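 also: channel opened by trigger with iodide after compound preincubation; score built on the fluorescence ratio of max minus min over baseline; more negative score means more quench and so TMEM16A activation or potentiation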
KCNK3 inh: human KCNK3 channel inhibitors, primary screen, CHO cells, FluxOR thallium flux, B-score | Potassium channel subfamily K member 3 (Homo sapiens), O14649 | 340,000 compounds, 0.84% hits | FluxOR fluorescence; active compounds read low | B-score at 10 µM;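 active = B-score under library mean minus 4 SD, starting fluorescence ratio at most library mean plus 5 SD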;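 also: more negative B-score means stronger inhibition of thallium flux through KCNK3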
KCNQ1 act: potentiators or activators of KCNQ1 channel, primary screen, cell-based, thallium flux, high-throughput. B-score at 10 µM. CHO-K1 KCNQ1, thallium flux FluxOR fluorescence; active compounds read high. 310,000 compounds, 0.35% hits;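 active = fluorescence ratio B-score, a plate-corrected score, at least three library SD, with initial intensity B-score within 5 SD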
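Assay system: stable KCNQ1 CHO-K1 line; medium: assay buffer, equal DMSO in all wells; timing: 90 min dye loading and 20 min compound exposure, both at room temperature; technique: kinetic FluxOR thallium fluorescence, 10-s 1-Hz baseline, 110-s post-stimulus read; read-out basis: B score of baseline-normalized fluorescence ratio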
TRPC4 act: activators of mouse TRPC4 channel, primary screen, Fluo4 calcium, HEK293 TRPC4beta/mu-opioid cells; Short transient receptor potential channel 4 (Mus musculus), Q9QUQ5; Fluo4 calcium fluorescence; active compounds read high; B-score at 10 µM; 310,000 compounds, 0.49% hits; AID 2237, 2010;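 active = B-score above 5 SD of library B-scores, and initial fluorescence ratio not above library mean plus 5 SD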;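 also: positive B-score marks a calcium rise read as TRPC4 activation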
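Assay system – TRPC4beta and mu-opioid receptor HEK293 stable cells · Measured by – Fluo4 fluorescence, kinetic · Schedule – dye loading 45 min room temperature, 110 s kinetic read · Read-out – B-scored integrated calcium fluorescence ratio · Controls – buffer and maximal DAMGO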
hERG protect: hERG rescue from dofetilide block, primary screen, cell-based, CHO-hERG, FluxOR thallium flux, dofetilide IC70; Voltage-gated inwardly rectifying potassium channel KCNH2 (Homo sapiens), Q12809; dofetilide IC70 present; activation (rescue from dofetilide block), less the hit threshold, % at 10 µM; 310,000 compounds, 0.51% hits;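 active = activation above the mean of controls blocked by dofetilide plus 5 SD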;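 also: thallium influx through hERG after potassium depolarization seen as dye fluorescence rise; in these data hits start at about 4.7%; inactives centre near -7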
An asterisk follows results filed as active; i = inactive; x = no result given; & = joins results of further samples. This is a subset. The share of hits here may be higher or lower than overall.

smiles,TMEM16A inh,KCNK9 inh,Dyrk1A ADPGlo,KCNQ1 inh,HDAC3 inhib,TRPC4 potent,ANO1 activ,KCNK3 inh,KCNQ1 act,TRPC4 act,hERG protect
CN(C)/C=N/c1nc2nccc(-c3ccc(Cl)cc3)n2n1,i,i,-4,i,-45,i,i,i,i,i,-8
Cc1onc(-c2ccccc2)c1C(=O)N1CCN(C)CC1,i,i,0,i,-7,i,i,i,i,i,-8
COc1cccc(CNC(=O)CN2CCC(c3nc4ccc(C)cc4[nH]3)CC2)c1,i,i,9,i,-2,i,i,i,i,i,-11
COc1cc(SC)ccc1C(=O)Nc1ccccc1,i,i,9,i,1,i,i,i,i,i,-9
COC(=O)CCS(=O)(=O)c1ccc(Cl)cc1,i,i,-6,i,0,i,i,i,i,i,-6
CCNC(=S)Nc1ccc(S(=O)(=O)Nc2cc(C)nc(C)n2)cc1,i,i,-3,i,-2,i,i,i,i,i,-6
Cc1cc(C)c(-n2nnnc2SCC(=O)c2cccs2)c(C)c1,i,i,-8,i,-2,i,i,i,i,i,-8
COc1ccc2cc3c(N)nn(C(=O)Cc4c[nH]c5ccccc45)c3nc2c1,i,i,x,i,1,i,i,i,i,i,-14
O=C(O)/C=C/C(=O)NCCCc1ccccc1,i,i,3,i,0,i,i,i,i,i,-8
Cc1ccc(-n2c(C)nc3ccsc3c2=O)cc1,i,i,x,i,-1,i,i,i,i,i,-7
Cc1cc(OCC(=O)Nc2ccc(F)c(F)c2)nc(C(C)C)n1,i,i,-1,i,12,i,i,i,i,i,-9
CCc1ccc2c(CN3CCc4cc(OC)c(OC)cc4C3)cc(=O)oc2c1,i,i,0,i,0,i,i,i,i,i,-3
Cc1ccc(-n2ncc3c2CC(C)(C)CC3NC(=O)CCc2cccnc2)cc1 (stereo not drawn),i,i,-5,i,10,i,i,i,i,i,-2
Cc1ccc(/C=C/C(=O)NCCc2ccccc2)o1,i,i,-4,i,-4,i,i,i,i,i,-7
Cc1cccc(C)c1NC(=O)C(Cl)C(=O)c1ccccc1 (stereo not drawn),i,i,-4,i,0,i,i,i,i,i,-4
COc1ccc(NS(=O)(=O)c2cc3c(cc2C)N(C(C)=O)CCO3)cc1,i,i,-2,i,-6,i,i,i,i,i,-5
CSc1nc(C)cc(C)c1C(N)=O,i,i,1,i,2,i,i,i,i,i,-2
Cc1c(C(=O)O)sc(=S)n1-c1ccccc1,i,i,-14,i,3,i,i,i,i,i,-1
CC(C)(C)c1cnnn1-c1ccc(NC(=O)c2ccc3c(c2)OCO3)cc1,i,i,-1,i,4,i,i,i,i,i,-16
O=S(=O)(c1cccc(C(F)(F)F)c1)N1CCCC1c1cccnc1 (stereo not drawn),i,i,5,i,-5,i,i,i,i,i,-8
O=C(CSc1nc2ccccc2[nH]1)Nc1nc(-c2ccccc2)c(-c2ccccc2)o1,i,i,-11,i,-9,i,i,i,i,i,-14
CCOC(=O)c1[nH]c(C)c(C(=O)OCC(=O)N2c3ccccc3CC2C)c1C (stereo not drawn),i,i,-3,i,0,i,i,i,i,i,-15
c1ccc(-c2noc(-c3cccc4ccccc34)n2)cc1,i,i,9,i,0,i,i,i,i,i,-9
COC(=O)CCCCC1SCC2NC(=O)NC21 (stereo not drawn),i,i,-4,i,2,i,i,i,i,i,-6
COc1ccc(N2C(=O)CC(N3CCC(O)(c4ccc(Cl)cc4)CC3)C2=O)cc1 (stereo not drawn),i,i,-5,i,1,i,i,i,i,i,-12

Other structures:
smiles,TMEM16A inh,KCNK9 inh,Dyrk1A ADPGlo,KCNQ1 inh,HDAC3 inhib,TRPC4 potent,ANO1 activ,KCNK3 inh,KCNQ1 act,TRPC4 act,hERG protect
COc1ccc(-c2[nH]ncc2C=O)cc1OC,i,i,7,i,-3,i,i,i,i,i,-4
CC(Sc1ccccc1)C(=O)N1CCN(S(=O)(=O)c2ccccc2)CC1 (stereo not drawn),i,i,-1,i,1,i,i,i,i,i,-6
O=C(CCSc1ccccc1)N1CCN(C(=O)c2ccco2)CC1,i,i,8,i,-6,i,i,i,i,i,-4
Cc1cnn(C(=S)NCCc2ccccc2)c1,i,i,-8,i,1,i,i,i,i,i,-14
CC1(C)CC(=O)C2=C(C1)N(c1ccccc1)C(=O)CC2c1ccc(O)cc1 (stereo not drawn),i,i,-1,i,1,i,i,i,i,i,-4
CSc1ccc(S(=O)(=O)N2CCC(C(=O)NCc3ccco3)CC2)cc1,i,i,-5,i,1,i,i,i,i,i,-10
O=C(c1cccs1)N(c1cccc(Cl)c1)C1C=CS(=O)(=O)C1 (stereo not drawn),i,i,1,i,-4,i,i,i,i,i,-9
COC(=O)Cc1c(C)nc2nc(NCc3ccccc3OC)[nH]n2c1=O,i,i,3,i,3,i,i,i,i,i,-6
COc1ccc(Nc2ccc(N3C(=O)CC(C)C3=O)cc2[N+](=O)[O-])cn1 (stereo not drawn),i,i,-1,i,4,i,i,i,i,i,-12
Cc1ccc(/C=N/n2c(-c3ccncc3)n[nH]c2=S)cc1,x,i,8,i,x,i,i,i,i,i,-3
CCc1ccc(-n2c(=O)c3ccccc3n(CC(=O)NCc3ccco3)c2=O)cc1,i,i,3,i,0,i,i,i,i,i,-6
COc1ccc2nc(C)cc(SCC(=O)O)c2c1,i,i,-12&9,i,2&-2,i,i,i,i,i,-5&-3
Cc1ccccc1N1C(=S)NC2c3ccccc3OC1(C)C2C(=O)N(C)C (stereo not drawn),i,i,x,i,0,i,i,i,i,i,1
C=CCN(c1ccc(C(=O)Nc2ccc(NC(C)=O)cc2)cc1)S(C)(=O)=O,i,i,-1,i,-5,i,i,i,i,i,-5
O=C(Nc1ccc(N2CCN(C(=O)c3ccccc3)CC2)cc1)c1ccc([N+](=O)[O-])o1,x,i,-1,i,x,i,i,i,i,i,-13
COc1ccc(CC(=O)O)cc1O,i,i,35,i,10,i,i,i,i,i,-3
CC(C)CN1CCN(Cc2nc(C(C)C)cs2)CC1CCO (stereo not drawn),i,i,13,i,3,i,i,i,i,i,-12
CN(C)CCCNc1c2ccccc2nc2ccccc12,i,i,13,i,-12,i,i,i,i,i,-7
COc1ccc(Cl)cc1C(=O)CSc1nnnn1C,i,i,2,i,11,i,i,i,i,i,-20
CCc1nnc(N2C(=O)c3ccccc3C2(O)c2ccccc2)s1 (stereo not drawn),i,i,-2,i,-4,i,i,i,i,i,-6
COc1ccc(OC)c(C(=O)c2ccc(C(=O)N3CCN(Cc4csc(C)n4)CC3)cc2)c1,i,i,0,i,-1,i,i,i,i,i,-3
COc1ccc(-c2cc3cc(OC)c(OC)cc3cn2)cc1OC,i,i,x,i,0,i,i,i,i,i,-7
CCCCN(C)CCN1C(=O)C2C(C(=O)Nc3ccc(Cl)cc3)C3C=CC2(O3)C1C(=O)NC1CCCCC1 (stereo not drawn),i,i,8,i,-1,i,i,i,i,i,-16
COc1ccc(CCNC(=O)CSCc2ccc(F)cc2)cc1OC,i,i,-3,i,4,i,i,i,i,i,-5
COc1ccc(CN2CCn3nc(C(=O)NC(C)C)cc3C2=O)cc1,i,i,2,i,-5,i,i,i,i,i,-7

Later entries.
smiles,TMEM16A inh,KCNK9 inh,Dyrk1A ADPGlo,KCNQ1 inh,HDAC3 inhib,TRPC4 potent,ANO1 activ,KCNK3 inh,KCNQ1 act,TRPC4 act,hERG protect
COc1ccc(N2C(=O)CC3(CCCC3)CC2=O)cc1,i,i,-2,i,-3,i,i,i,i,i,-4
Cc1ccc2cc(/C=C/C(=O)c3ccco3)c(Cl)nc2c1,i,i,x,i,1,i,i,i,i,i,-4
O=C(CCc1nnc(Cc2ccc3c(c2)OCO3)o1)NCc1nc2ccccc2s1,x,i,4,i,x,i,i,i,i,i,-1
CC(=O)Nc1nnc(SCc2ccccc2F)s1,i,i,1,i,3,i,i,i,i,i,-9
COc1cc(C(C(=O)NC2CCCCC2)N(C(=O)c2snc(C(N)=O)c2N)c2ccc(C)cc2)ccc1O (stereo not drawn),i,i,15,i,-14,i,i,i,i,i,-10
CC(C)N1C(=O)c2ccccc2C1C(=O)NC1CCCCCC1 (stereo not drawn),i,i,5,i,1,i,i,i,i,i,-11
COc1ccc(C(c2nnnn2Cc2ccccc2)N2CCN(c3ccccc3)CC2)cc1 (stereo not drawn),i,i,8,i,8,i,i,i,i,i,-4
Cc1occc1-c1nnc(SCC(=O)Nc2ccccc2)n1CCc1ccccc1,i,i,1,i,2,i,i,i,i,i,-4
Cc1coc2cc3oc(=O)c(CCC(=O)NCCCN4CCCC4=O)c(C)c3cc12,i,i,-1,i,-2,i,i,i,i,i,-5
Cc1nc2cc(CO)ccc2n1C,i,i,1,i,-2,i,i,i,i,i,-5
O=C(OCC(=O)N1CCC(c2ccccc2)=N1)c1ccc([N+](=O)[O-])s1,i,i,14,i,3,i,i,i,i,i,-10
O=C(NN1CCOCC1)c1ccc(Cl)s1,i,i,-5,i,5,i,i,i,i,i,-6
CCn1c(SCC(=O)NC2CCCCC2)nnc1-c1cccs1,i,i,6,i,-2,i,i,i,i,i,-3
CC(C)(O)C(=O)NN(Cc1ccccc1)c1ccccc1,i,i,2,i,1,i,i,i,i,i,-3

Source: PubChem (several laboratories)
